Screens from PubChem BioAssay.
NRP1-CendR mod: NRP-1/CendR interaction modulation; O14786; AID 602438; 360,000 tested, 0.85% active; inhibition, % at 25 µM; FAM-RPARPAR peptide binding to NRP-1, fluorescence polarization;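 active = inhibition or corrected inhibition above about 18%, plus a signal ratio from 0.5 to 1.5, limit read from the data, passing the limit was not always enough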; also: strong numbers were not always called active
Tb MetRS inh: blocks T. brucei methionyl-tRNA synthetase activity; purified T. brucei MetRS, ATP depletion, Kinase-Glo luminescence; inhibition, % at 11.9 µM; 360,000 tested, 0.4% active;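 active = inhibition above a per-plate cutoff of the control wells' mean inhibition plus 3 SD, cut at about 5.5% in these data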;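 also: 0% = DMSO wells median and 100% = median of wells with control inhibitor compound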
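assay system = parasite MetRS enzyme | timing = 15 min preincubation, 2 h reaction, all 25 °C | evaluation = percent inhibition relative to median high and low control wells | medium = HEPES buffer containing pyrophosphatase, BSA, spermine, DTT | compound = single dose, 11.9 µM final nominal, 0.9% final DMSO | detection = Kinase-Glo luminescence, ATP depletion format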
MsrA inh: inhibitors of bovine MsrA; inhibition, % at 15.5 µM; purified bovine MsrA, absorbance read-out; 360,000 tested, 0.75% active; in the data active = inhibition above about 4.5%;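 also: 0% = vehicle wells with enzyme and 100% = reference inhibitor wells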
SKN-1 inh: C. elegans SKN-1 inhibition; C. elegans VP596 Pgst-4::GFP/RFP ratio, acrylamide-induced, 24 h; inhibition, % at 21.8 µM; 360,000 tested, 0.49% active;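 active = interference check ratio from 0.5 to 1.5 plus GFP to RFP signal ratio inhibition reaching or exceeding a fixed threshold, cut at about 30% in these data, passing the limit was not always enough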; also: some compounds called inactive have numbers as strong as hits
PABP1 MLLE inh: blocks PAM2 peptide binding to the PABP1 MLLE domain. P11940. GST-MLLE / FITC-PAM2 fluorescence polarization. inhibition, % at 20 µM. 360,000 tested, 0.36% active; in the data active = inhibition above about 35%, passing the limit was not always enough;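 also: plate controls were DMSO wells with GST-MLLE for no effect and wells lacking GST-MLLE protein for full effect; some results filed as inactive read as strong as hits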
MT1-MMP act inh: inhibitors of human MT1-MMP activation; HT1080 RFP-PRO-GFP cells, GFP/RFP ratio fluorescence, overnight; percent of plate control window, DMSO zero; GFP/RFP ratio change, % at 20 µM; 360,000 tested, 0.061% active; AID 651647;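 active = GFP/RFP ratio change of at least 30% with cell ATP level not reduced by more than half and red fluorescence within 50% of control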; also: strong numbers were not always called active
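Assay system: RFP-PRO-GFP reporter HT1080 cells; read-out basis: GFP/RFP fluorescence ratio; benchmarks: DMSO wells and RFP-L50D-GFP cells; doses: 20 µM single dose, 1% DMSO; schedule: overnight cell settling, then overnight compound exposure, 37 °C, 5% CO2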
eLon inh: inhibitors of E. coli Lon protease; inhibition, % at 7.94 µM; purified E. coli Lon protease, fluorescence polarization; 360,000 tested, 0.42% active; AID 602123; in the data active = inhibition above about 13%, passing the limit was not always enough;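 also: 0% = enzyme with probe and DMSO and 100% = no enzyme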
MsrA act: activators of bovine methionine sulfoxide reductase A; 360,000 tested, 0.3% active; AID 602163; purified bovine MsrA, absorbance read-out; activation, % at 10.6 µM; in the data active = activation above about 7.5%;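 also: 0% = vehicle and 100% = reference activator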
FAS-TE inh: inhibitors of human fatty acid synthase thioesterase domain. P49327. recombinant FAS-TE, OMFH fluorogenic substrate, fluorescence endpoint. inhibition, % at 15 µM. 360,000 tested, 0.67% active. AID 602261;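 active = compounds whose normalised, plate-corrected inhibition of enzyme fluorescence in the single-dose primary screen is 50% or more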;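 also: 0% = DMSO with enzyme and 100% = substrate without enzyme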
The depositor's hits bear a star; i = inactive; . = not tested or not shown. This is a random part of the collection, and some 4% of all compounds hit somewhere here.

SMILES	NRP1-CendR mod	Tb MetRS inh	MsrA inh	SKN-1 inh	PABP1 MLLE inh	MT1-MMP act inh	eLon inh	MsrA act	FAS-TE inh
O=C(NCc1cccnc1)NC1CCCN1S(=O)(=O)c1ccc(Cl)cc1 (stereo unspecified)	21	-0.2	-0.4	5	0	1	3	0	-3
Cc1ccccc1C(=O)N(Cc1cccs1)C1CCS(=O)(=O)C1 (stereo unspecified)	-8	-0.1	1.7	1	-6	0	-4	-3	-5
COc1ccc(C(C)=O)cc1COC(=O)c1cnc(C)cn1	-13	-0.7	-0.8	-7	-15	4	-4	-2	-10
COC(=O)C1CCN(S(=O)(=O)Cc2ccccc2Cl)CC1	-3	-1.0	-0.7	2	-4	1	7	-5	-4
O=C(CSc1nnc(-c2ccc(O)cc2)n1Cc1ccco1)c1ccccc1	5	-0.2	-0.3	-1	-11	-5	2	0	0
COC(=O)c1ccc(-c2nc(CN3CCN(C(=O)c4ccco4)CC3)c(C)o2)cc1	-20	-0.6	-0.5	3	-3	-1	15*	-7	-8
CC(C)C(=O)NCCc1nc(-c2ccccc2Cl)no1	-12	-0.1	-0.4	36*	10	8	-8	-2	-1
CC(C)/C=C1\CC/C(=C\c2ccc(N(C)C)cc2)C1=O	59	-0.5	-0.8	23	-133	-38	i	-5	-63
COc1ccc(N2CCN(C(=O)CSc3nnnn3C3CC3)CC2)cc1	4	0.3	0.0	-4	5	-2	4	-1	-8
COc1ccccc1C(CCN(Cc1ccccc1)C(C)=O)c1ccco1 (stereo unspecified)	-7	0.0	0.7	-5	-6	-10	1	-4	14
CCOc1ccccc1Nc1nnc(SCC(=O)Nc2cc(C)on2)s1	-9	0.3	2.0	18	-23	4	2	-3	0
CCCc1nc(SCC(=O)Nc2nnc(CC)s2)c2c(C)c(C)sc2n1	3	-1.3	-0.5	7	-5	4	-5	-5	-10
CCOCCCN(C)C1CCN(C(=O)c2oc3ccccc3c2NC(=O)c2ccc([N+](=O)[O-])cc2)CC1	9	-0.7	0.9	-14	4	-2	-4	-1	8
COC(=O)Cc1ccc(OC(=O)c2cccc(S(=O)(=O)N3CCN(C)CC3)c2)cc1	-6	0.6	0.1	-2	10	1	-4	-2	-4
O=C(NCCCn1ccnc1)/C(=C\c1cccnc1)NC(=O)c1ccco1	4	-0.8	0.7	1	12	0	-1	-8	-2
O=C(Nc1nc(-c2cccc([N+](=O)[O-])c2)cs1)c1cccc([N+](=O)[O-])c1C(=O)O	-6	0.1	0.2	6	10	4	-6	-5	31
N#Cc1cc(Cl)c(NCC2CCCO2)cc1C#N (stereo unspecified)	22	-0.1	1.7	21	-13	3	-1	-5	32
O=C(O)CSc1c2c(nc3cc(C(=O)Nc4ccc(F)c(Cl)c4)ccc13)CCCC2	-32	-0.1	0.6	-3	0	1	0	-4	15
Cc1ccc(S(=O)(=O)N2CCCCC2)cc1NC(=O)Cn1c(=O)cnc2ccccc21	-22	-1.4	0.4	-2	-46	-3	-9	-8	-10
CC(=O)Nc1cc(C(=O)OCC(=O)c2ccc(C)cc2)ccc1C	8	0.1	0.1	-6	14	-7	8	-3	-12
CC(C)(C)c1cc(-c2ccccc2)n[nH]1	-1	0.0	2.0	3	-3	-2	-8	0	0
CNC(=S)N(CCc1c(C)[nH]c2ccc(Cl)cc12)Cc1cccnc1	-1	-0.2	-0.4	-8	-168	-2	6	-4	8
O=C(CNC(=O)c1ccc2ccccc2c1)NCc1ccc(F)cc1	17	1.1	0.4	-2	-7	5	6	-5	8
CC(C)NC(=O)N(C)C[C@H]1Oc2ccc(NS(=O)(=O)c3ccc(F)cc3)cc2C(=O)N([C@H](C)CO)C[C@@H]1C	15	0.5	0.0	-9	-8	-1	0	-2	-12
Cc1ccc(C(=O)O)cc1NC(=O)CN1C(=O)C2C3c4ccccc4C(Br)(c4ccccc43)C2C1=O (stereo unspecified)	-3	0.7	-0.7	18	-11	3	-7	-4	-7
The results go on:
SMILES	NRP1-CendR mod	Tb MetRS inh	MsrA inh	SKN-1 inh	PABP1 MLLE inh	MT1-MMP act inh	eLon inh	MsrA act	FAS-TE inh
Cc1cnc(NC(=O)C2CC(=O)N(c3cccc(Cl)c3)C2)s1 (stereo unspecified)	5	-0.2	-0.1	8	-3	5	-5	-3	2
O=c1cc(Nc2ccc3c(c2)OCO3)[nH]c(=O)n1-c1ccc(Br)cc1	0	0.4	0.7	6	11	-4	-7	-3	0
O=C(CN1CCCCC1)NC(=O)NC1CCCC1	12	-0.6	-0.3	0	7	-1	-4	-4	-2
CCOc1ccc(Cn2nnc(C(=O)NCCc3ccc(Cl)cc3)c2N)cc1	2	-0.4	0.3	13	23	-4	4	3	0
CCOc1cc(NC(=O)c2ccco2)c(OCC)cc1NC(=O)Cc1ccc(OC)c(OC)c1	-2	-0.5	-0.3	17	6	-2	-4	-3	9
CC(C)c1ccc(C2/C(=C(\O)c3ccc4c(c3)OCCO4)C(=O)C(=O)N2CCN2CCOCC2)cc1 (stereo unspecified)	-1	-1.2	2.5	5	-4	3	-17	-11	1
CCOC(=O)COc1nc2c(c(-c3ccco3)c1C#N)CCc1ccccc1-2	1	0.0	-0.8	-6	-7	-1	-4	-1	29
O=C1CSC(=Nc2ccccc2Cl)N1	-1	0.3	-0.2	5	1	3	-4	4	-8
Cc1ccc(-n2nnnc2SCC(=O)c2c(N)n(C3CC3)c(=O)[nH]c2=O)c(C)c1	14	0.1	-0.2	1	-16	-6	-5	-1	-3
O=C1Nc2ccccc2C(=O)N2[C@H](c3ccc(F)cc3)[C@@H]3C(=O)N(Cc4ccccc4)C(=O)[C@@H]3[C@H]12	9	-0.3	0.8	3	-11	-4	2	-6	-10
CCN(CC)CCNC(=O)c1cn(CCOC)c(=O)c2c1c1ccccc1n2C	-2	-0.6	0.8	-13	13	0	-5	-2	-2
CCOC(=O)C1=C(C)N(C[C@@H]2CC[C@@H](Cc3ccc4cc(OC)ccc4c3)O2)C(=O)NC1c1ccccc1 (stereo partly specified)	0	-0.5	0.9	-9	1	-5	-5	-2	19
COc1ccc(NC(=S)NCc2cccs2)cc1OC	-12	-0.3	0.1	2	-24	-1	7	3	-1
CCCCNC(=O)C1C2C=CC(C2)C1C(=O)O (stereo unspecified)	0	-1.1	0.1	9	4	-2	-4	-8	-9
Cc1ccc2c(cnn2C(=O)CCC(=O)NC2CCCCC2)c1	-7	-0.2	0.3	-8	6	-1	-10	-1	1
COCCNC(=S)N/N=C(\C)c1ccc(Cl)c(Cl)c1Cl	-16	0.0	-0.6	14	4	3	6	-2	16
O=c1cc(-c2ccc(O)c(O)c2)oc2cc(O[C@@H]3O[C@H](CO)[C@@H](O)[C@H](O)[C@H]3O)cc(O)c12	-75	0.1	.	-7	-13	-60	1	-6	-6
CC(/C=C/C=C/c1ccccc1)=N/NC(=O)CNc1ccccc1C	-10	-0.5	0.4	7	8	3	0	-2	-6
COc1ccc(/C=C2/SC(=S)N(CCC(=O)Nc3cccnc3)C2=O)cc1OC	-8	0.1	-0.7	-7	2	9	-15	-3	-8
O=C(CCCN1C(=O)/C(=C/c2cccc(Br)c2)SC1=S)N1CCOCC1	5	1.1	-0.6	11	27	3	-11	2	14
O=C(NC1CCCC1)c1csc2c1CCCC2	-8	-0.2	.	12	-2	-1	-5	1	-4
C=C1CN(Cc2ccccc2)S(=O)(=O)c2ccccc21	24*	0.2	0.1	3	-101	0	-7	-3	10
COC(=O)c1c(C)nc2ccccc2c1-c1ccccc1	-13	0.2	-0.5	31	1	6	7	-3	-3
Cc1cc(C)nc(Nc2ccc(O)cc2)n1	5	-0.3	1.3	-4	2	0	1	0	-5
CCc1ccc(NC(=O)c2onc(C)c2Cl)cc1	-2	-0.4	-0.5	0	21	-2	-6	0	0

Sorted by value in eLon inh (high to low): 5 from the list above
structure,eLon inh
COC(=O)c1c(C)nc2ccccc2c1-c1ccccc1,7
CCOc1cc(NC(=O)c2ccco2)c(OCC)cc1NC(=O)Cc1ccc(OC)c(OC)c1,-4
CCN(CC)CCNC(=O)c1cn(CCOC)c(=O)c2c1c1ccccc1n2C,-5
CCc1ccc(NC(=O)c2onc(C)c2Cl)cc1,-6
O=c1cc(Nc2ccc3c(c2)OCO3)[nH]c(=O)n1-c1ccc(Br)cc1,-7

Other structures follow:
SMILES	NRP1-CendR mod	Tb MetRS inh	MsrA inh	SKN-1 inh	PABP1 MLLE inh	MT1-MMP act inh	eLon inh	MsrA act	FAS-TE inh
CCOC(=O)N1CCN(C(=O)CSc2ccc3nnc(-c4cccnc4)n3n2)CC1	12	-0.3	-1.0	-23	7	-2	14	0	-4
COc1ccccc1C(O)c1nccn1C (stereo unspecified)	3	-0.2	-1.2	0	-1	0	3	0	-1
Cc1ccc(CN(C)C(=O)COC(=O)CSc2cc(C)c3ccccc3n2)cc1	4	-0.4	1.0	8	-10	-1	7	-2	10
O=C1CCCCC1Nc1ccc([N+](=O)[O-])cc1 (stereo unspecified)	18	-0.1	0.7	13	0	4	-13	-4	-5
C=C[C@@H]1c2ccccc2N(S(=O)(=O)c2ccc(C)cc2)[C@H](c2ccccc2)C1(C#N)C#N	8	-0.1	-0.4	2	0	0	3	-3	39
COc1ccc(-n2c(C)nnc2SCC(=O)N2C(C)CCCC2C)cc1 (stereo unspecified)	5	-0.1	0.9	3	1	-1	-5	1	-8
O=C(Nc1cccs1)Nc1ccccc1Cl	-3	-1.1	-1.0	-15	13	0	-7	-4	-4
CC1CCCC(C)N1C(=O)CN1c2cccc3cccc(c23)S1(=O)=O (stereo unspecified)	0	-0.4	1.2	5	2	4	-1	-2	0
CN(Cc1nc(-c2ccncc2)no1)S(=O)(=O)c1ccc(Cl)cc1	6	-0.6	0.3	-11	-4	-4	4	-1	-3
CCC1(C)Cc2nc3sc(C(=O)O)c(N)c3cc2CO1 (stereo unspecified)	-33	-1.7	-0.8	-5	-6	-11	-21	-11	-10
Cc1cc(=O)[nH]c(NC(=O)Cc2ccccc2)n1	-8	-0.4	0.9	19	2	0	-2	-2	-1
CC(O)c1nc2c(c(=O)n(C)c(=O)n2C)n1C (stereo unspecified)	-3	-0.5	1.8	1	0	-2	-8	-4	-4
CS(=O)(=O)c1ccc(C(=O)N(CCc2ccccc2)Cc2ccccc2)cc1	-15	-0.2	-0.6	12	-10	-7	-3	-2	4
CCCC(=O)N1CCCC(c2cc(C(=O)NCc3ccc(F)cc3)no2)C1 (stereo unspecified)	8	-0.2	0.3	22	-3	1	-11	-3	2
CSc1cccc(NC(=O)N2CCc3ccc(NC(=O)c4ccccn4)cc3C2)c1	0	-0.5	0.1	8	3	5	-2	-6	15
Oc1cccc(CN2CCCCC2)c1	6	-0.2	.	-2	-4	1	-10	-5	-14
CO/N=C/c1cc([N+](=O)[O-])ccc1Sc1ccc(C)cc1	-6	-0.8	0.7	-3	2	4	2	1	20

2 entries picked at random from the list so far:
SMILES	NRP1-CendR mod	Tb MetRS inh	MsrA inh	SKN-1 inh	PABP1 MLLE inh	MT1-MMP act inh	eLon inh	MsrA act	FAS-TE inh
Cc1cc(=O)[nH]c(NC(=O)Cc2ccccc2)n1	-8	-0.4	0.9	19	2	0	-2	-2	-1
CS(=O)(=O)c1ccc(C(=O)N(CCc2ccccc2)Cc2ccccc2)cc1	-15	-0.2	-0.6	12	-10	-7	-3	-2	4
